CHO parental Ca: counter-screen for OX1R antagonists: effect in parental CHO cells | parental CHO-K1, ATP-induced calcium, Fluo-8 fluorescence | inhibition, % at 5.6 µM | 330,000 compounds, 0.63% hits;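 active = inhibition above that plate's mean sample inhibition plus 3 SD, cut at about 26% in these data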;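 note: 0% = ATP-challenged DMSO wells and 100% = DMSO wells without ATP; some compounds past the cut are filed as inactive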
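Material – parental CHO cells · Reagent – ATP stimulus · Compound – single nominal dose of 5.6 µM per compound · Detection – Fluo-8 fluorescence · Read-out basis – percent inhibition of calcium signal · Controls – ATP-challenged DMSO wells low, unchallenged DMSO wells high · Repeats – no replicates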
M4 antag: blocks acetylcholine activation of human M4 receptor | CHO-hM4 cells, ACh EC80, Fluo-8 calcium fluorescence | inhibition, % at 3 µM | 360,000 compounds, 0.73% hits | AID 624125;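 active = inhibition above its plate's cutoff, the mean inhibition of sample wells plus 3 SD, cut at about 27% in these data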;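 note: 0% = acetylcholine EC80 with DMSO and 100% = DMSO without agonist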
CHRM1 PAM: positive allosteric modulators of human M1 muscarinic receptor; P11229; CHO-K1 hM1, Fluo-8 calcium fluorescence, ACh EC20; 0% = ACh EC20, 100% = maximal ACh; activation, % at 3 µM; 360,000 compounds, 0.088% hits; AID 588819; in the data active = activation above about 19%, passing the limit was not always enough
Target sequence (P11229 whole entry, looked up): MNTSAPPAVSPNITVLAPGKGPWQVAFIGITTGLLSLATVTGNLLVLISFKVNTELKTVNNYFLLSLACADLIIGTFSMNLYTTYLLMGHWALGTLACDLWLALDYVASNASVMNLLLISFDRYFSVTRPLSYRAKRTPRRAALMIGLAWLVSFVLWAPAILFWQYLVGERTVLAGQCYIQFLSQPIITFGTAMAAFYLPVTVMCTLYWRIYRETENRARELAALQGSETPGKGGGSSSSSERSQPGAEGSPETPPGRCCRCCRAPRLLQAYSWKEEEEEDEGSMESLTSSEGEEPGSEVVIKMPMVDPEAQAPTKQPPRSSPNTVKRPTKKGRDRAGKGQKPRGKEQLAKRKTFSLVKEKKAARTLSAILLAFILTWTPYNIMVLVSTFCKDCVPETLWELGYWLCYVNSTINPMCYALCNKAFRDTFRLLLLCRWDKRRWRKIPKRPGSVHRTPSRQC
CHRM1 agonist: activates human CHRM1 receptor | P11229 | CHO-K1 hM1, Fluo-8 calcium fluorescence, agonist mode; 0% DMSO, 100% acetylcholine EC100 | AID 588814 | 360,000 compounds, 0.33% hits | activation, % at 3 µM;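 active = activation above the run's mean compound activation plus 3 SD, cut at about 16% in these data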;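 note: peak over basal fluorescence ratio within a 140 s kinetic read after compound addition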
CHO-K1 Ca antag: nonselective inhibitor or artifact in parental CHO-K1 cells; ATP-induced calcium, Fluo-8 fluorescence; 360,000 compounds, 0.6% hits; inhibition, % at 3 µM;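 active = inhibition above a per-plate cutoff, the plate's mean sample inhibition plus 3 SD, cut at about 24% in these data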;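 note: 0% = DMSO plus EC80 ATP and 100% = DMSO alone without ATP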
M1 ag parental: counter-screen for M1 agonists: effect in parental CHO-K1 cells | Fluo-8 calcium fluorescence; scaled to maximal ATP response, vehicle zero | activation, % at 3 µM | 360,000 compounds, 0.48% hits; in the data active = activation above about 15%;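 note: untransfected CHO-K1 host cells lacking M1 receptor as counterscreen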
CHRM1 antagonist: human CHRM1 antagonism; CHO-K1 hM1, Fluo-8 calcium fluorescence, ACh EC80 antagonist; inhibition, % at 3 µM; 360,000 compounds, 1.3% hits; AID 588852;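 active = percent inhibition above its own plate's cutoff, namely the mean of that plate's compound wells plus 3 SD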;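 note: peak over basal fluorescence ratio during 140 s after agonist addition; 0% = ACh EC80 plus DMSO and 100% = DMSO alone without agonist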
CHRM4 agonist: agonists of human muscarinic M4 receptor (CHRM4); P08173; CHO-K1 hM4/Gqi5, Fluo-8 calcium fluorescence; vehicle 0%, full acetylcholine response 100%; activation, % at 3 µM; 360,000 compounds, 0.14% hits; AID 624127;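 active = activation above the run mean over all test wells plus 3 SD, cut at about 32% in these data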;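 note: peak over basal fluorescence ratio per well then scaled between controls; 0% = DMSO wells and 100% = acetylcholine at EC100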
OXTR potentiate: potentiates the human oxytocin receptor response. CHO-OTR cells, Fluo-8 calcium fluorescence, potentiator mode; 0% = oxytocin EC15, 100% = EC100. activation, % at 3 µM. AID 2445. 320,000 compounds, 0.061% hits. P30559;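 active = activation above that plate's cutoff, the mean activation of tested compounds plus 3 SD, cut at about 6.6% in these data, passing the limit was not always enough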;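 note: 100% uses oxytocin at 75 nM as the full agonist control; some results filed as inactive read as strong as hits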
Target sequence (P30559 whole entry, looked up): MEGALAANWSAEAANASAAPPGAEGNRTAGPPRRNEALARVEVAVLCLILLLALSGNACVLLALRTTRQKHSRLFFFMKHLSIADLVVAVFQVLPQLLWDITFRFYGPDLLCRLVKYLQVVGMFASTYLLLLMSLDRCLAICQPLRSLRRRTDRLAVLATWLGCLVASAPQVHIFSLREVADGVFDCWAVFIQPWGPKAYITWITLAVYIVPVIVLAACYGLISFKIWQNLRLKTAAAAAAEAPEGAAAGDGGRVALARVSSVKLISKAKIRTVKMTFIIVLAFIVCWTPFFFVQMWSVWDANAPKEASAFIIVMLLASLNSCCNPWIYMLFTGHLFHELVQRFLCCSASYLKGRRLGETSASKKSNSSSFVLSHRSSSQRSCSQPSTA
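assay system = CHO-OTR cells, human receptor | schedule = compound 6 min at room temperature before oxytocin, 100 s read | detection = Fluo-8 intracellular calcium fluorescence, ex 470-495, em 515-575 nm | evaluation = normalized max/min fluorescence ratio, % activation | control set = EC15 oxytocin alone as 0%, 75 nM oxytocin (EC100) as 100%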
Numbers without * were called inactive; . = no result given.

SMILES	CHO parental Ca	M4 antag	CHRM1 PAM	CHRM1 agonist	CHO-K1 Ca antag	M1 ag parental	CHRM1 antagonist	CHRM4 agonist	OXTR potentiate
CCN1C(=O)CC(N2CCC(C(=O)N3CCOCC3)CC2)C1=O (stereo not given)	-14.5	4.3	4.4	-1.1	-3.4	3.1	-21.0	0.4	-9.4
Cc1ccc(CNC(=O)c2ccc(N3CCC4(CC3)CC(c3cccc(Br)c3)=NO4)c(NC(=O)c3cccc(C)c3)c2)cc1	-19.3	7.0	0.6	-3.3	-18.9	0.7	-0.3	0.2	0.8
CCOC(=O)c1c(-c2ccc(C)cc2)csc1NC(=O)CCN1CCOCC1	-25.2	5.9	-9.7	-8.1	-7.0	0.5	3.3	0.7	-4.6
Cn1c(=O)[nH]c(=O)c2c1nc(Br)n2C/C=N/NC(=O)c1ccccc1	-3.4	-2.9	8.1	-2.1	-7.8	0.2	-14.9	0.3	6.2
NC(=O)c1ncc(C(F)(F)F)cc1Oc1cccc(C(F)(F)F)c1	11.4	3.2	4.3	3.3	5.2	2.5	-20.6	0.8	-13.0
O=C(N/N=C/c1ccco1)c1ccccc1OCc1ccccc1Cl	-27.2	-16.7	2.6	0.4	-3.6	0.5	-8.6	2.8	-0.2
CCCCOC(=O)C1=C(C)Nc2nnnn2C1c1ccccc1Cl (stereo not given)	-16.8	1.8	7.3	-0.9	-4.2	1.1	-8.0	-0.9	-17.3
O=C(CCNC(=O)c1ccco1)NCCN1C(=O)S/C(=C\c2ccc(F)cc2)C1=O	-11.6	0.5	3.0	-1.0	5.4	11.6	-4.0	9.8	-5.6
C/C(Cn1nnc([N+](=O)[O-])n1)=N\NC(=O)c1cccc(Cl)c1	-0.7	10.2	-6.7	-4.9	-6.2	0.6	4.0	0.4	2.2
COc1ccc(N(CC(=O)Nc2cc(Cl)ccc2C)S(=O)(=O)c2c(C)noc2C)cc1	-21.5	-3.0	0.2	-3.0	-5.4	0.0	5.3	1.3	-12.8
Cc1ccc2[nH]c3c(N4CCOCC4)ncnc3c2c1	11.7	5.9	-8.8	5.6	-1.6	4.8	-15.9	7.5	-19.3
CCNC(=S)N1CCN(S(=O)(=O)/C=C/c2ccccc2)CC1	-6.8	-27.2	4.7	0.2	-18.7	5.5	-4.1	5.8	-7.2
Cc1cc(NC(=O)c2ccccc2)cc(NC(=O)c2ccccc2)c1C	-10.5	1.8	8.8	-2.7	-20.2	1.1	-16.9	0.6	2.5
O=C(CN1C(=O)/C(=C/c2ccccc2Cl)SC1=S)NC1CCS(=O)(=O)C1 (stereo not given)	-11.6	8.8	-0.4	-1.7	0.9	1.1	3.8	1.1	-7.2
CC(Oc1cccnc1[N+](=O)[O-])C(=O)Nc1ccc(Cl)cn1 (stereo not given)	-13.9	-8.8	0.9	-8.0	-5.6	0.2	-2.3	0.0	-5.1
COc1ccc(Cl)cc1NC(=O)CN1CCc2ccccc2C1	3.8	0.1	-1.9	-4.2	-6.2	0.7	-10.5	0.5	-10.0
Nn1c(SCC(=O)NC(=O)NC2CCCC2)nnc1-c1ccccc1F	-10.9	8.3	5.7	-3.3	-11.1	-0.1	-10.0	-0.1	-11.0
Clc1ccccc1CONc1ncnc2nonc12	-8.4	0.3	8.4	-8.0	-0.1	2.4	-3.3	3.5	-3.2
COc1ccc(N(CC(=O)Nc2ccccc2C(=O)NCC(C)C)S(C)(=O)=O)cc1	-0.8	0.5	-2.6	-7.6	3.4	0.4	1.1	2.2	-7.5
CCCc1cc(=O)n2[nH]c(CCc3ccccc3)nc2n1	-18.3	4.9	14.7	-1.7	-6.2	0.5	-13.8	-0.5	-5.8
Cc1csc(NC(=O)CSc2nnc(-c3ccccc3)o2)n1	-12.2	4.3	0.9	-1.7	-18.3	2.2	-3.7	0.8	-7.7
CCCC(=O)Nc1nnc(S(=O)(=O)N(CC(C)C)c2ccccc2)s1	0.1	-4.3	13.8	-5.5	2.9	0.6	-13.3	1.3	-3.6
S=C(NCc1ccccn1)Nc1ccc(Br)cc1Cl	-9.2	-3.8	4.4	-4.6	-12.9	1.3	-2.8	-0.7	-9.8
COc1cccc(/C=N/n2c(C3CCCCC3)n[nH]c2=S)c1O	.	-1.9	4.5	0.5	12.8	3.6	-2.0	0.5	.
CCn1cc(C(=O)NCc2ccc3c(c2)OCO3)c(=O)c2cc(F)c(N3CCN(C)CC3)cc21	-15.4	1.5	-5.0	-14.0	-10.7	0.3	1.6	1.5	-5.4
O=c1c2c3c(sc2nc(NCCO)n1CCc1ccccc1)CCCCC3	-18.2	7.4	-10.0	-3.1	8.8	0.8	13.9	3.1	-13.7
CCN(CC)C1Oc2cc3c(cc2C(c2cccc(OC)c2O)C1C)OCO3 (stereo not given)	.	-4.5	-0.1	-0.6	-2.3	1.0	8.1	4.3	.
COc1ccc(NC(=O)c2cccc3c(-c4ccc(OC)cc4C)coc23)cc1	.	-3.4	-13.1	1.6	5.8	0.3	16.2	0.3	.
CCN(C[C@H]1N[C@@](CC)(C(=O)OC)[C@H]2C(=O)N(Cc3ccccc3)C(=O)[C@@H]12)C(=O)Nc1ccc(C(F)(F)F)cc1	-19.7	-8.0	7.4	-0.3	-14.2	0.3	-9.2	1.4	0.3
O=C(NCc1ccco1)C(c1ccccc1)N(Cc1cccnc1)C(=O)Cn1nnc2ccccc21 (stereo not given)	-15.7	9.7	-9.7	-1.8	-4.0	0.1	-0.7	1.2	-11.1
O=c1[nH]cnc2c1sc1nc3c(c(-c4ccc(Cl)cc4)c12)CCC3	-16.9	-7.9	-1.6	-0.8	-10.2	0.7	-25.0	-0.1	-7.1
CC(C)CC(=O)Nc1ccc2ccccc2c1	8.6	-3.7	8.6	-4.8	-15.4	1.0	-9.8	0.8	3.8
O=C(NCc1nc2ccccc2[nH]1)C1=C[C@H](c2ccccc2)C[C@H](OCc2ccc(CO)cc2)O1	-22.5	-5.8	2.1	-3.5	-16.4	1.2	-1.3	8.1	-15.6
CCN(CC)S(=O)(=O)c1ccc(NC(=O)CCNC(=O)c2ccco2)cc1	-4.2	-0.6	3.7	-2.8	-6.2	1.4	-8.8	0.4	1.6
CCOC(=O)N1CCN(C(=O)C2CCC(=O)N(Cc3ccccc3OC)C2)CC1 (stereo not given)	.	-8.6	10.7	-1.3	-15.6	0.2	-15.5	0.2	.
O=C(Nc1nc2ccccc2[nH]1)C1CCC1	-7.1	-9.0	7.5	-0.9	1.6	0.1	2.3	2.1	1.8
Cc1cc(Cl)ccc1OCC(=O)N1CCCCC1	-13.3	-1.9	-5.0	-2.2	-1.3	0.1	-5.2	0.5	-18.2
CC(C)(O)C#Cc1ccc(N2C(c3ccsc3)=Cc3ccc(F)cc3C2c2c[nH]c3ccc(C#N)cc23)cc1 (stereo not given)	.	4.6	.	.	-4.3	1.3	.	1.0	.
COC(=O)c1ccccc1N(Cc1ccccc1)S(C)(=O)=O	-3.7	9.8	1.0	-1.7	-10.7	0.2	4.4	0.1	-6.5
Cc1nc2ccccc2nc1OCc1ccc([N+](=O)[O-])cc1	-7.1	-5.6	9.4	-5.8	-4.2	0.3	-5.5	0.4	-0.6
NC(=O)CSc1nc2c(c(=O)n1-c1ccccc1)C1(CCCCC1)Cc1ccccc1-2	-19.1	0.7	8.8	-6.2	0.2	0.5	-3.1	0.6	-6.4
Cc1cccc(S(=O)(=O)C(C#N)c2nc3ccccc3nc2N2CC(C)OC(C)C2)c1 (stereo not given)	-19.1	7.7	4.3	-3.4	2.7	0.8	-5.9	0.7	-4.7
O=C(NC(=S)NCc1ccccc1)c1cccc(Cl)c1	0.2	-6.5	8.0	-1.1	4.8	0.0	-9.7	-0.7	-5.3
c1ccc(N2CCN(c3nnc(Cc4cccnc4)c4ccccc34)CC2)nc1	-14.6	19.4	-9.7	-3.0	-1.8	3.9	10.6	10.6	-3.5
CCOC(=O)N/N=C\c1ccc([N+](=O)[O-])s1	-4.3	0.4	8.8	-7.6	-2.1	0.6	-8.9	1.7	-4.5
Cc1ccc(S(=O)(=O)N(C)CC(=O)OCC(=O)NCCN2C(=O)CSC2=O)cc1	-13.6	2.3	0.1	-2.8	-5.7	0.1	4.0	2.5	-7.9
CSc1cccc(NS(=O)(=O)c2cccc3nsnc23)c1	-16.1	1.5	4.0	-4.8	-8.2	1.0	-2.0	1.6	-21.9
Cc1ccc(CCNS(=O)(=O)c2cc(Br)cnc2N)cc1	-13.9	-9.8	-7.7	-5.2	-18.3	1.7	11.2	1.0	-4.7
CC(NC(=O)CCCOc1ccc(Cl)cc1)c1ccccc1 (stereo not given)	-12.4	-5.6	3.9	-6.2	1.6	0.8	-3.8	0.4	2.6
O=C(Nc1ccccc1N1CCCCC1)c1cccc(OC(F)F)c1	-28.0	-0.5	6.5	-3.9	-25.2	1.8	-9.6	-0.9	-1.5
CC(=O)Nc1ccc(C2=NN(CC#N)C(=O)SC2)cc1	-3.9	4.8	8.7	-4.3	-11.5	0.5	-9.8	1.6	-18.3
CCCN(c1ccc(OCC)cc1)c1ncnc2nc[nH]c12	-9.6	-3.3	-6.1	-8.7	1.6	-0.2	7.6	-1.3	2.8
Cc1ccccc1OCc1nc2ccccc2c(=O)n1/N=C/c1c[nH]c2ccccc12	-29.6	-3.4	-0.5	-2.9	-7.2	2.2	5.8	3.6	0.7
CC(C)[C@@H]1Cc2[nH]c(=S)[nH]c(=O)c2[C@H](C)O1	.	-8.8	.	.	1.3	2.6	.	1.3	.
Cc1cccc(CN2C[C@]34C=C[C@@H](C[C@@H]3S2(=O)=O)O4)c1	-0.1	-0.9	3.6	-3.0	-4.5	0.2	-5.7	2.1	8.7
COc1ccc(C(C)=O)cc1COC(=O)c1cc(C)oc1C	-26.1	11.7	8.7	-5.1	-8.8	0.7	-9.8	-0.9	-10.2
Cc1[nH]c2ccccc2c1C(=O)C(=O)NCc1nnnn1-c1ccc(F)cc1	.	4.0	2.3	-1.7	2.7	0.9	-7.1	3.3	.
Cc1cc(N/N=C/c2ccccc2O)c2ccccc2n1	-3.7	9.4	7.2	-6.6	-9.2	1.6	-14.1	2.0	-13.1
O=C(NCc1ccccc1)N1CCC(c2nc3ccccc3[nH]2)CC1	-4.6	-10.1	3.5	-5.5	-13.2	0.2	-0.2	1.1	-0.8
CCOc1ccc(Oc2c(/C=N/NC(N)=O)c(C)nn2-c2ccccc2)cc1	-12.9	-4.3	-0.8	-7.5	8.7	0.7	3.3	2.0	-7.0

2 of the compounds above, in CSV form.
canonical_smiles,CHO parental Ca,M4 antag,CHRM1 PAM,CHRM1 agonist,CHO-K1 Ca antag,M1 ag parental,CHRM1 antagonist,CHRM4 agonist,OXTR potentiate
COc1cccc(/C=N/n2c(C3CCCCC3)n[nH]c2=S)c1O,.,-1.9,4.5,0.5,12.8,3.6,-2.0,0.5,.
CCn1cc(C(=O)NCc2ccc3c(c2)OCO3)c(=O)c2cc(F)c(N3CCN(C)CC3)cc21,-15.4,1.5,-5.0,-14.0,-10.7,0.3,1.6,1.5,-5.4

Source: PubChem BioAssay (The Scripps Research Institute Molecular Screening Center)
